PfM18AAP inh: PfM18AAP enzyme inhibition. recombinant PfM18AAP, H-Glu-NHMec fluorogenic cleavage. actives 1.2% (n = 290,000). inhibition, % at 7.35 µM. AID 1822;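 active = inhibition above the campaign mean inhibition over all tested compounds plus 3 SD, cut at about 28% in these data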;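 note: 0% = plate median of test compound wells and 100% = 2 mM ZnCl2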
UBC9 SUMO inh: blocks human SUMOylation mediated by UBC9; actives 0.36% (n = 290,000); inhibition, % at 35 µM; HTRF SUMOylation assay, SAE1/SAE2 + UBC9, in vitro; in the data active = inhibition above about 50%, passing the limit was not always enough; note: strong numbers were not always called active
Target sequence (P63279 whole entry, looked up): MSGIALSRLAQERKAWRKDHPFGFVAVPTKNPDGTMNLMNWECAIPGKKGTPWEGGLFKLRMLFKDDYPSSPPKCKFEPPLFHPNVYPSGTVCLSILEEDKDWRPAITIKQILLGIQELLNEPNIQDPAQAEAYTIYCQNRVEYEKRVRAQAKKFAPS
MEKK2 mut-MEK5: signal of MEK5 binding to mutant human MEKK2 PB1 domain | bead flow cytometry, Alexa488-MEK5 binding to MEKK2 mutant | actives 0.35% (n = 290,000) | percent response, % at 10 µM | AID 1530; in the data active = percent response above about 24%, passing the limit was not always enough; note: inactives centre near 1; some results filed as inactive read as strong as hits
IMP-1 inh: inhibitors of Pseudomonas aeruginosa IMP-1 metallo-beta-lactamase. purified IMP-1, nitrocefin hydrolysis, epi-absorbance fluorescence. AID 1556. actives 0.45% (n = 290,000). inhibition, % at 5.6 µM;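 active = inhibition above the mean plus 3 SD of all compounds in the same screening run, cut at about 4.5% in these data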;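 note: 0% = IMP-1 with DMSO and 100% = DMSO wells lacking enzyme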
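Assay system: purified recombinant IMP-1 beta-lactamase. Input: IMP-1 0.2 nM before substrate addition. Buffer or medium: Zinc- and detergent-supplemented HEPES buffer, pH 7.1. Schedule: 25 °C, 15 min preincubation, 25 min reaction. Signal: Epi-absorbance fluorescence, 480 nm excitation, 530 nm emission. Evaluation: percent inhibition from optical density relative to buffer-blank wells.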
VIM-2 inh: blocks Pseudomonas aeruginosa VIM-2 metallo-beta-lactamase; purified VIM-2, nitrocefin hydrolysis, epi-absorbance fluorescence; inhibition, % at 5.6 µM; actives 0.89% (n = 290,000); AID 1527;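 active = inhibition above the mean of all tested compounds plus 3 SD, cutoff set per screening run, cut at about 7.5% in these data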;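 note: red hydrolysis product quenches plate fluorescence so inhibitors raise well fluorescence; 0% = enzyme with DMSO and 100% = DMSO without enzyme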
HCV NS3 hel inh: HCV NS3 helicase inhibition; NS3 helicase DNA unwinding, Cy5 molecular beacon fluorescence; inhibition, % at 10.9 µM; actives 0.56% (n = 290,000); AID 1800;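 active = inhibition above the mean of all tested compounds plus 3 SD, set per campaign, cut at about 35% in these data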;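 note: 0% = DMSO wells and 100% = thioflavine S control wells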
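System: Hepatitis C virus NS3 helicase domain fragment enzyme | Reagent: Annealed dual-labelled DNA beacon duplex, ATP-started | Compound dosing: 10.9 µM single point, 0.8% DMSO | Incubation: 1 h reaction at 25 °C, ATP-initiated | Technique: Cy5 fluorescence | Evaluation: Percent inhibition from t60/t0 fluorescence ratio | Benchmarks: Low DMSO, high thioflavine S at 110 µM | Replication: Singlicate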
FID counter: fluorescent intercalator displacement, NS3 helicase counter-screen. inhibition, % at 7.9 µM. DNA fluorescent intercalator displacement, fluorescence. actives 0.17% (n = 290,000); in the data active = inhibition above about 37%;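 note: 0% = vehicle and 100% = reference compound; higher means more ethidium bromide displaced from hairpin DNA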
MEKK2 WT-MEK5: raises or lowers MEK5 binding to wildtype human MEKK2 PB1 domain. Q9Y2U5. bead flow cytometry, Alexa488-MEK5 binding to MEKK2 WT; actives lie on both sides. binding response (% of control), % at 10 µM. actives 1.1% (n = 290,000); in the data active = binding response below about 67% or above about 130%
NALP1 inh: inhibitors of NALP1 inflammasome in yeast. S. cerevisiae NALP1/ASC/caspase-1 growth, X-gal OD620, 72 h. inhibition, % at 10 µM. actives 0.61% (n = 280,000). AID 2071; in the data active = inhibition mostly above about 24%, no sharp cut-off; inactive = mostly below about 32%; note: some compounds called inactive have numbers as strong as hits
Numbers without * were called inactive; . = no result given.

Short forms: A = PfM18AAP inh; B = UBC9 SUMO inh; C = MEKK2 mut-MEK5; D = IMP-1 inh; E = VIM-2 inh; F = HCV NS3 hel inh; G = FID counter; H = MEKK2 WT-MEK5; I = NALP1 inh
> CCc1ccc2[nH]c3nc(C)cc(C)c3c(=O)c2c1
  A: -3 | B: 18 | C: -2 | D: -0.9 | E: 2.7 | F: 10 | G: -3 | H: 100 | I: -29
> CCN1CCN(c2ccc(N=Cc3ccc(O)cc3O)cc2)CC1
  A: -4 | B: 8 | C: 4 | D: -5.5 | E: 27* | F: -50 | G: 17 | H: 120 | I: 15
> CCN(CC)CCN1C(=O)C(O)=C(C(=O)c2ccco2)C1c1ccccn1 (centres undefined)
  A: -10 | B: 10 | C: -3 | D: -5.9 | E: -2.6 | F: 7 | G: 3 | H: 94 | I: -2
> COc1ccc(-c2nc(N)ncc2-c2csc(C)n2)c(O)c1OC
  A: -11 | B: 2 | C: 0 | D: -2.0 | E: -0.6 | F: 1 | G: -9 | H: 105 | I: 20
> CC(C)NC(=O)C(OC(=O)c1ccccc1)C(OC(=O)c1ccccc1)C(=O)O (centres undefined)
  A: -3 | B: -7 | C: 6 | D: -1.9 | E: -0.9 | F: 6 | G: -5 | H: 117 | I: 2
> CN(Cc1cccc(F)c1)C(=O)CNS(=O)(=O)c1ccc2ccccc2c1
  A: -2 | B: 8 | C: 2 | D: -5.0 | E: -0.4 | F: 9 | G: -27 | H: 100 | I: 4
> CN(Cc1ccccc1)c1ccc(N2C(=O)CCCC2=O)cc1[N+](=O)[O-]
  A: -2 | B: 17 | C: -2 | D: -0.3 | E: 0.1 | F: 1 | G: -5 | H: 97 | I: 34
> COc1ccccc1OCCn1c(=O)oc2ccc(C)cc21
  A: -1 | B: -4 | C: 0 | D: -1.3 | E: -1.5 | F: -4 | G: -22 | H: 104 | I: 1
> O=S(=O)(NC12CC3CC(CC(C3)C1)C2)c1ccc(F)cc1
  A: 2 | B: 5 | C: 7 | D: -0.2 | E: -1.8 | F: -2 | G: -18 | H: 108 | I: 10
> C=CCn1c(SCc2nc3sc(C(=O)O)c(C)c3c(=O)[nH]2)nnc1-c1ccccc1
  A: 16 | B: 22 | C: -1 | D: -2.9 | E: -1.5 | F: 41* | G: -34 | H: 96 | I: 0
> CC1(CC(=O)N/N=C/c2ccc(-c3ccc(C(=O)O)cc3)o2)OCCO1
  A: 0 | B: 2 | C: 3 | D: -2.7 | E: 0.2 | F: 5 | G: 3 | H: 101 | I: 3
> CCCOc1ccc(/C=C2\SC(N)=NC2=O)cc1OC
  A: -5 | B: 8 | C: -1 | D: -3.0 | E: -1.9 | F: 11 | G: -15 | H: 96 | I: -4
> O=C(COc1ccc(Cl)cc1Cl)Nc1ccccn1
  A: 6 | B: -16 | C: -3 | D: -5.2 | E: -2.7 | F: -2 | G: -8 | H: 96 | I: -3
> CCc1ccc(C)[n+](CC(=O)c2cccs2)c1
  A: 1 | B: 17 | C: 8 | D: -2.2 | E: -1.8 | F: 7 | G: -2 | H: 108 | I: 7
> CCC1CCCCN1S(=O)(=O)c1ccc(NC(=O)C2CCCO2)cc1 (centres undefined)
  A: -4 | B: 5 | C: 0 | D: -3.0 | E: -1.9 | F: 5 | G: -34 | H: 105 | I: 8
> O=C(Nc1nnc(CCN2CCCCC2)s1)c1ccccc1
  A: 3 | B: -4 | C: 2 | D: -2.2 | E: -1.1 | F: 22 | G: 5 | H: 98 | I: -5
> O=C1CCCC(O)=C1C=Nc1ccc(O)cc1
  A: 12 | B: 7 | C: 0 | D: -2.9 | E: -2.3 | F: -1 | G: -4 | H: 96 | I: -3
> Cc1cc(C)cc(COc2ccc3c(C)c(CC(=O)O)c(=O)oc3c2C)c1
  A: -2 | B: 7 | C: 4 | D: 0.9 | E: -0.1 | F: -8 | G: -11 | H: 105 | I: -9
> CCOCCn1c(-c2ccccc2)nc2ccccc21
  A: -1 | B: 6 | C: 21 | D: -4.8 | E: -2.4 | F: -2 | G: -4 | H: 125 | I: -3
> CCCCCCNCc1ccc(Br)cc1
  A: -11 | B: 5 | C: -2 | D: -3.0 | E: -3.6 | F: -12 | G: 14 | H: 96 | I: -6
> O=C(NC1CCSc2ccccc21)c1ccccc1Cl (centres undefined)
  A: -10 | B: -4 | C: -1 | D: 0.3 | E: -0.1 | F: 12 | G: -5 | H: 97 | I: 25
> COC(=O)c1sccc1NC(=O)c1ccc(C#N)cc1
  A: 1 | B: -10 | C: 0 | D: 32* | E: 16* | F: 1 | G: -8 | H: 99 | I: 24
> COc1ccc(NC(=O)c2ccc(NC(=O)C(C)C)cc2)c([N+](=O)[O-])c1
  A: 5 | B: 14 | C: -1 | D: -4.9 | E: -0.2 | F: -6 | G: 2 | H: 91 | I: 24
> Cc1noc(C)c1C(=O)NCCc1ccc(S(N)(=O)=O)cc1
  A: 2 | B: 8 | C: 2 | D: -1.6 | E: -0.6 | F: 2 | G: -2 | H: 104 | I: 1
> CN(CCn1ccnc1)Cc1cn(Cc2ccccc2)nc1-c1ccc2c(c1)OCO2
  A: 1 | B: 14 | C: -2 | D: -2.1 | E: -1.4 | F: -24 | G: 6 | H: 100 | I: .
> CC(C)NC(=O)C(c1ccc(F)cc1)N(C(=O)CCC(=O)Nc1ccccn1)C1CCCC1 (centres undefined)
  A: 6 | B: 10 | C: 0 | D: -4.7 | E: -3.8 | F: 3 | G: -36 | H: 95 | I: -7
> CCCN(C(=O)c1ccco1)c1nnc(-c2cccc(C)c2)s1
  A: 11 | B: -1 | C: -8 | D: -2.3 | E: -0.9 | F: 4 | G: 2 | H: 86 | I: 5
> CCOC(=O)c1cc2sccc2n1CCCN1C(=O)c2ccccc2C1=O
  A: -2 | B: -21 | C: -3 | D: -5.3 | E: -1.1 | F: 8 | G: -7 | H: 99 | I: -4
> CC1CCN(CCCCOc2ccccc2F)CC1
  A: -4 | B: 9 | C: 7 | D: -0.5 | E: -2.7 | F: -4 | G: 0 | H: 100 | I: 0
> CN1CCc2c(sc3nc(SCC(=O)N4CCOCC4)n(-c4ccc(Cl)cc4)c(=O)c23)C1
  A: 20 | B: 14 | C: 3 | D: -2.1 | E: -2.0 | F: -13 | G: -10 | H: 96 | I: 11
> O=C(CC1SC(=Nc2ccc(O)cc2)NC1=O)Nc1ccccc1 (centres undefined)
  A: -10 | B: 24 | C: -7 | D: -2.0 | E: -2.6 | F: 0 | G: 0 | H: 90 | I: -1
> O=C(c1ccc(Cl)cc1)N1CCN(c2ncccn2)CC1
  A: -2 | B: 5 | C: 11 | D: -2.4 | E: -1.9 | F: -6 | G: -11 | H: 105 | I: 5
> CCSC1=C(C#N)C(c2ccc(C)o2)CC(=O)N1 (centres undefined)
  A: 1 | B: 18 | C: -4 | D: -0.1 | E: -1.1 | F: 16 | G: -8 | H: 96 | I: 20
> Cc1noc(C)c1S(=O)(=O)Nc1ccc(C(=O)N2CCC(C)CC2)cc1
  A: -9 | B: 12 | C: -27 | D: 1.1 | E: 1.6 | F: 24 | G: -31 | H: 66 | I: 6
> Cc1ccc(-n2ncc3c2CCCC3NC(=O)c2csnn2)cc1C (centres undefined)
  A: 4 | B: -12 | C: 4 | D: -3.5 | E: -2.3 | F: 2 | G: -27 | H: 99 | I: -4
> O=C(NN1C(=O)/C(=C/c2ccc(O)c(O)c2)SC1=S)c1ccccc1
  A: 65* | B: 24 | C: 6 | D: -9.8 | E: -4.2 | F: 30 | G: 28 | H: 92 | I: 0
> COC(C(=O)Nc1cccc([N+](=O)[O-])c1)c1ccccc1 (centres undefined)
  A: -4 | B: 12 | C: -2 | D: -0.8 | E: -1.5 | F: 2 | G: 1 | H: 99 | I: 19
> COc1ccc(-c2nsc(SCC(=O)NCC3CCCO3)n2)cc1 (centres undefined)
  A: -10 | B: 9 | C: -3 | D: -2.7 | E: -1.6 | F: -2 | G: -11 | H: 81 | I: 4
> CN(C)c1nc(OCCNC(=O)Nc2ccccc2)nc(N2CCOCC2)n1
  A: -3 | B: 26 | C: . | D: -4.6 | E: -2.7 | F: -2 | G: -24 | H: . | I: 7
> c1ccc(C(c2ccccc2)N2CCN(c3nc4ccccc4n4cnnc34)CC2)cc1
  A: -4 | B: -39 | C: -4 | D: 0.4 | E: 1.4 | F: -5 | G: 7 | H: 88 | I: 8
> CC1CCCC(NC(=O)CCS(=O)(=O)c2ccc3c(c2)NC(=O)CS3)C1C (centres undefined)
  A: 5 | B: 8 | C: 3 | D: -3.4 | E: -3.0 | F: -3 | G: -38 | H: 101 | I: -8
> Cn1nc(C(=O)NCc2cccs2)c2ccccc2c1=O
  A: 0 | B: 3 | C: 0 | D: -3.5 | E: -3.2 | F: 4 | G: -5 | H: 110 | I: 18
> CC(C)CCn1nnnc1C(c1ccccc1)N1CCC(C(N)=O)CC1 (centres undefined)
  A: 3 | B: -2 | C: 0 | D: -5.1 | E: -1.0 | F: 2 | G: -16 | H: 97 | I: -30
> Cc1nnc(NC(=O)C(C)Oc2ccc3c(C)cc(=O)oc3c2)s1 (centres undefined)
  A: 0 | B: -4 | C: 10 | D: -5.7 | E: 1.3 | F: 4 | G: -13 | H: 110 | I: 20

12 of the compounds above, with two lines to a compound.
Order of values: PfM18AAP inh	UBC9 SUMO inh	MEKK2 mut-MEK5	IMP-1 inh	VIM-2 inh	HCV NS3 hel inh	FID counter	MEKK2 WT-MEK5	NALP1 inh
- CCOC(=O)c1cc2sccc2n1CCCN1C(=O)c2ccccc2C1=O
  -2	-21	-3	-5.3	-1.1	8	-7	99	-4
- CC1CCN(CCCCOc2ccccc2F)CC1
  -4	9	7	-0.5	-2.7	-4	0	100	0
- CN1CCc2c(sc3nc(SCC(=O)N4CCOCC4)n(-c4ccc(Cl)cc4)c(=O)c23)C1
  20	14	3	-2.1	-2.0	-13	-10	96	11
- O=C(CC1SC(=Nc2ccc(O)cc2)NC1=O)Nc1ccccc1 (centres undefined)
  -10	24	-7	-2.0	-2.6	0	0	90	-1
- O=C(c1ccc(Cl)cc1)N1CCN(c2ncccn2)CC1
  -2	5	11	-2.4	-1.9	-6	-11	105	5
- CCSC1=C(C#N)C(c2ccc(C)o2)CC(=O)N1 (centres undefined)
  1	18	-4	-0.1	-1.1	16	-8	96	20
- Cc1noc(C)c1S(=O)(=O)Nc1ccc(C(=O)N2CCC(C)CC2)cc1
  -9	12	-27	1.1	1.6	24	-31	66	6
- Cc1ccc(-n2ncc3c2CCCC3NC(=O)c2csnn2)cc1C (centres undefined)
  4	-12	4	-3.5	-2.3	2	-27	99	-4
- O=C(NN1C(=O)/C(=C/c2ccc(O)c(O)c2)SC1=S)c1ccccc1
  65*	24	6	-9.8	-4.2	30	28	92	0
- COC(C(=O)Nc1cccc([N+](=O)[O-])c1)c1ccccc1 (centres undefined)
  -4	12	-2	-0.8	-1.5	2	1	99	19
- COc1ccc(-c2nsc(SCC(=O)NCC3CCCO3)n2)cc1 (centres undefined)
  -10	9	-3	-2.7	-1.6	-2	-11	81	4
- CN(C)c1nc(OCCNC(=O)Nc2ccccc2)nc(N2CCOCC2)n1
  -3	26	.	-4.6	-2.7	-2	-24	.	7

Bioassay records from PubChem BioAssay.
